# procasp3 activ – activates human procaspase-3; recombinant procaspase-3 D3A, Ac-DEVD-pNA absorbance 405 nm; P42574; activation, % at 8.5 µM; 330,000 tested, 0.11% active;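 active = activation above the mean of all tested compounds plus 3 SD, cut at about 21% in these data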;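 note: 0% = DMSO alone and 100% = DMSO wells spiked with extra 5 µM PC-3 D3A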
# Target sequence (P42574 whole entry D9A/D28A/D175A): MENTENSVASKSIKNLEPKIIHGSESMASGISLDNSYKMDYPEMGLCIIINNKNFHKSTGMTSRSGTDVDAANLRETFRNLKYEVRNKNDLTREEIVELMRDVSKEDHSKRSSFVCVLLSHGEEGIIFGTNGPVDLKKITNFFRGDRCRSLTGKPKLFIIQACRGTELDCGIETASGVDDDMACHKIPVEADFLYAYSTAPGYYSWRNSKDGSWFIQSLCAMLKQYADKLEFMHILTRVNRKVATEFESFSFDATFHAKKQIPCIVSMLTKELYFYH
#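 Assay system: Autoprocessing-dead procaspase-3 D3A mutant enzyme; also added: Ac-DEVD-pNA; doses: one concentration, 8.5 µM nominal, 0.8% DMSO; times: 1 h compound preincubation, 2 h substrate hydrolysis at 25 °C; technique: 405 nm absorbance of p-nitroaniline, reads at 0 and 120 min; measure: % activation between DMSO and enzyme-spiked controls; repeats: single replicate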
# procasp7 counter – counter-screen: procaspase-7 (human) activation. 330,000 tested, 0.093% active. activation, % at 8.5 µM. recombinant procaspase-7, Ac-DEVD-pNA absorbance 405 nm; D23A/D198A/D206A triple mutant, cannot self-cleave; scale: DMSO 0, 5 µM enzyme 100. P55210. AID 463210;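 active = percent activation above the screen-wide mean plus 3 SD, cut at about 25% in these data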
# Target sequence (P55210 whole entry D23A/D198A/D206A): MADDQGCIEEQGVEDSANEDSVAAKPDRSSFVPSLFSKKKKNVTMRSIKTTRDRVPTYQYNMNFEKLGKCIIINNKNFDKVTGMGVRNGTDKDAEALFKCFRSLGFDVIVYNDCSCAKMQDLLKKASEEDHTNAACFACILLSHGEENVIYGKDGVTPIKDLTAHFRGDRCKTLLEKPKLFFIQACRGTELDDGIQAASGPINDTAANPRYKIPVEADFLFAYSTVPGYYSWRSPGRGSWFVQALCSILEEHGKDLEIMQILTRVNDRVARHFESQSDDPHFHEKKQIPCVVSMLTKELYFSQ
#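 Replicates: singlicate. Assay system: Procaspase-7 triple mutant (PC-7 D3A). Signal: 405 nm absorbance of p-nitroaniline. Times: 1 h preincubation, 2 h reaction. Buffer or medium: Zinc-free HEPES pH 7.4 with 300 mM NaCl, 0.01% Triton X-100. Also added: DEVD-pNA substrate. Benchmarks: DMSO wells as 0%, DMSO with 5 µM added PC-7 as 100%.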
# Fh CTSL1 inh – cathepsin L1 inhibition, PFM18AAP counter-screen; recombinant F. hepatica cathepsin L1, Z-Leu-Arg-MCA fluorescence; inhibition, % at 5.96 µM; 300,000 tested, 0.49% active; AID 1906;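 active = inhibition above the mean of all tested compounds plus 3 SD, set per screening campaign, cut at about 17% in these data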;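 note: 0% = plate median of test compound wells and 100% = 1 µM Z-Phe-Ala-diazomethylketone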
# HCV core dimer – HCV core protein dimerization inhibition. AID 1899. inhibition, % at 5 µM. 300,000 tested, 0.33% active. TR-FRET GST/Flag-core106 dimerization, 1536-well;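 active = inhibition above the mean of all tested compounds plus 3 SD, set per screening campaign, cut at about 45% in these data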
#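 System: GST/Flag-tagged HCV core106 proteins. Incubation: compound-protein-antibody incubation 4 h at 22.5 °C. Technique: HTRF with 340 nm excitation, 617/671 nm emission. Medium: KF-containing HEPES buffer, pH 7.45, DTT, CHAPS, BSA. Read-out: inhibition (%) from 671 over 617 nm ratio. Also added: Eu(K)-anti-GST 90 ng/mL plus XL665-anti-Flag 1 µg/mL.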
# PAFAH2 FP inh – PAFAH2 (human) inhibition; Q99487; recombinant PAFAH2, FP-rhodamine activity probe, fluorescence polarization; 340,000 tested, 0.99% active; inhibition, % at 3.39 µM;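 active = inhibition above the mean over all tested compounds plus 3 SD, cut at about 30% in these data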;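 note: inhibitors block probe labeling of enzyme so polarization drops; 0% = enzyme with DMSO and 100% = wells lacking PAFAH2 protein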
# PP5 inh – inhibitors of human protein phosphatase 5 (PP5); purified PP5c, OMFP substrate fluorescence; inhibition, % at 6.7 µM; 320,000 tested, 0.18% active;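 active = inhibition above the campaign's mean inhibition across all tested compounds plus 3 SD, cut at about 9.5% in these data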;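 note: 0% = DMSO only and 100% = 100 µM cantharidin control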
# AHR act – activators of human aryl hydrocarbon receptor; 320,000 tested, 2.5% active; activation, % at 5 µM; AHR-responsive luciferase reporter cells, luminescence; in the data active = activation above about 47%;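 note: 0% = vehicle wells and 100% = reference agonist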
# TPT1 inh – C. albicans TPT1 enzyme inhibition; AID 1962; recombinant caTPT1, FP RNA substrate dephosphorylation; inhibition, % at 5 µM; 300,000 tested, 0.81% active;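 active = inhibition above the mean of all tested compounds plus 3 SD, set per screening campaign, cut at about 24% in these data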;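 note: plate controls were DMSO alone for no effect and ferristatin control at 100 nM for full effect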
# PP1 inh – blocks human PP1-alpha phosphatase, a PP5 counter-screen. purified PP1alpha, OMFP fluorescence. inhibition, % at 6.7 µM. 320,000 tested, 0.9% active;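 active = inhibition above the mean inhibition of all tested compounds plus 3 SD, computed separately for each screening campaign, cut at about 15% in these data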
# Target sequence (P62136 whole entry, looked up): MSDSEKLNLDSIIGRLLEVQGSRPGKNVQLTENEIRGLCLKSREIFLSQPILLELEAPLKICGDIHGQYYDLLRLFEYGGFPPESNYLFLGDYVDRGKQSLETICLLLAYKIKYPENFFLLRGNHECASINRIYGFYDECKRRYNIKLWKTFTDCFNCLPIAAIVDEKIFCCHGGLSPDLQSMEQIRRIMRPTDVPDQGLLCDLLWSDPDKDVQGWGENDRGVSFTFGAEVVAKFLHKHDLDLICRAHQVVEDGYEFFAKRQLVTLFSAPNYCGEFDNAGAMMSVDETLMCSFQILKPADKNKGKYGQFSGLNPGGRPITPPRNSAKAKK
# Starred values were filed as active, the others as inactive; . = not tested or not shown.
SMILES,procasp3 activ,procasp7 counter,Fh CTSL1 inh,HCV core dimer,PAFAH2 FP inh,PP5 inh,AHR act,TPT1 inh,PP1 inh
O=C(NCc1ccc(F)cc1)c1cccc(S(=O)(=O)N2CCCC2)c1,0,7,1,1,-5,0.6,5,5,-1
CCCc1ccc(C2C3=C(CC(C)(C)CC3=O)NC3=C2C(=O)c2ccccc23)cc1 (stereo not drawn),-7,12,1,15,6,2.5,0,-1,10
CC(=O)Nc1cccc2c1C(=O)N(c1cccc(OC(C)=O)c1)C2=O,8,13,-25,0,-2,-0.5,6,-2,3
CC(C)CC(=O)Nc1ccc(OCC(=O)O)cc1,7,4,2,11,-4,1.2,2,1,3
O=C(COc1cccnc1[N+](=O)[O-])NCCc1ccccc1,-2,4,-5,0,9,-2.1,16,0,-4
Clc1ccc(Oc2ncnc3oc(-c4ccccc4)cc23)cc1,6,8,-2,-8,7,2.6,4,-3,-2
C[C@H](CO)N1C[C@H](C)[C@@H](CN(C)Cc2ccc(C(=O)O)cc2)Oc2c(cccc2N(C)C)C1=O,-1,2,.,.,17,.,0,.,.
Cc1ccc(S(=O)(=O)CC(=O)Nc2nc3ccc(S(N)(=O)=O)cc3s2)cc1,0,8,1,-3,4,-0.5,-3,3,-1
Cc1ccc(OCc2nc(-c3ccccc3)no2)c(C)c1,-8,4,4,-1,3,0.5,1,-3,0
CCOc1cc(/C=N/NC(=O)c2cccs2)ccc1OC(=O)N1CCOCC1,-9,-2,3,-2,-2,2.5,8,-1,-2
O=C(Cc1ccc([N+](=O)[O-])cc1)N1CCN(c2ccc([N+](=O)[O-])cc2)CC1,-10,-6,8,31,-6,-0.1,-3,-1,-1
O=C(NC1CCCCC1)N(Cc1nc2ccccc2c(=O)[nH]1)C1CCCC1,3,2,4,-1,-4,0.1,2,-1,4
CC(=O)c1c(COC(=O)c2ccccc2Cl)nc2ccccc2[n+]1[O-],-2,3,-2,-1,-7,-1.3,-1,0,2
COc1ccc(C(=O)N2CCN(CCCc3ccccc3)CC2)cc1OC,-18,3,6,-3,0,0.6,1,-3,-2
Cc1ccc(S(=O)(=O)N(C)CC(=O)NC2CC(C)(C)NC(C)(C)C2)cc1,0,-1,-2,-8,-2,-1.4,6,-3,0

# A different layout for six compounds above:
# Values run as follows: procasp3 activ, procasp7 counter, Fh CTSL1 inh, HCV core dimer, PAFAH2 FP inh, PP5 inh, AHR act, TPT1 inh, PP1 inh
CC(C)CC(=O)Nc1ccc(OCC(=O)O)cc1
  7, 4, 2, 11, -4, 1.2, 2, 1, 3
O=C(COc1cccnc1[N+](=O)[O-])NCCc1ccccc1
  -2, 4, -5, 0, 9, -2.1, 16, 0, -4
Clc1ccc(Oc2ncnc3oc(-c4ccccc4)cc23)cc1
  6, 8, -2, -8, 7, 2.6, 4, -3, -2
C[C@H](CO)N1C[C@H](C)[C@@H](CN(C)Cc2ccc(C(=O)O)cc2)Oc2c(cccc2N(C)C)C1=O
  -1, 2, ., ., 17, ., 0, ., .
Cc1ccc(S(=O)(=O)CC(=O)Nc2nc3ccc(S(N)(=O)=O)cc3s2)cc1
  0, 8, 1, -3, 4, -0.5, -3, 3, -1
Cc1ccc(OCc2nc(-c3ccccc3)no2)c(C)c1
  -8, 4, 4, -1, 3, 0.5, 1, -3, 0

# (further entries)
SMILES,procasp3 activ,procasp7 counter,Fh CTSL1 inh,HCV core dimer,PAFAH2 FP inh,PP5 inh,AHR act,TPT1 inh,PP1 inh
CC(C)N1CCN(Cc2cccn2-c2ccccn2)CC1CCO (stereo not drawn),8,5,2,3,4,-0.4,0,-4,-3
CCCN1CCN(CCCNC(=S)Nc2ccc(OC)cc2)CC1,-2,2,2,-10,-4,-1.7,-1,-4,-1
O=C(CSc1ncc(-c2ccc(F)cc2)[nH]1)Nc1cccc(O)c1,4,-6,1,-5,1,1.9,3,-1,-2
Clc1nc(Nc2ccccc2)nc(Nc2ccccc2)n1,-5,0,7,-1,2,5.9,11,-4,3
O=C(NCc1c[nH]c2ccccc12)c1ccccc1,-5,4,4,-3,-3,-1.9,12,4,3
CCCNC(=O)c1cnc(Sc2ncc(C(F)(F)F)cc2Cl)n1C,-1,9,3,0,-3,-0.5,-2,-3,-4
CC(C)(C)NC(=O)c1cc2c(ccc3ccccc32)oc1=O,1,0,1,0,-4,1.5,13,4,0
COCCNC(=O)c1noc2c1CCc1cc(OC)ccc1-2,7,-4,-2,-2,0,1.0,0,-2,-5
COC(CNC(=O)C(=O)Nc1cc2c3c(c1)CC(=O)N3CCC2)OC,11,4,-2,4,1,2.8,1,-2,-2
Cc1nn(-c2ccccc2)c(C)c1NC(=O)COC(=O)CCCOc1ccccc1,0,9,-21,3,9,2.0,0,-3,-5
O=C(Cn1c(-c2ccccc2)noc1=O)Nc1ccc(S(=O)(=O)N2CCOCC2)cc1,6,1,-4,3,-5,3.1,2,3,3
CCOc1ccc(C2C(C(=O)O)CCC(=O)N2C2CCCCC2)cc1 (stereo not drawn),3,-5,0,0,-4,-1.1,0,2,-2
C=CCn1c(C#N)c(N)sc1=N,-1,-9,1,-7,10,-1.9,-2,11,5
CCN(CC(=O)Nc1c(F)cccc1F)C(=O)CN1c2cccc3cccc(c23)S1(=O)=O,13,5,-1,-1,-3,-0.6,6,0,-3
CC(=O)c1sc(NC(=O)CCN2C(=O)c3ccccc3C2=O)nc1C,2,-12,0,13,-10,4.2,-1,-4,0
CCN(c1ccccc1)S(=O)(=O)c1cc(CN2C(=O)c3cccnc3C2=O)ccc1OC,7,-8,-3,-1,4,2.0,2,-3,-1
COC(=O)c1ccc(Cl)c(NC(C)=O)c1,-2,5,-3,1,-6,0.5,-1,-1,1
CCCOC(=O)Nc1sc2c(c1C(=O)OCC)CCC2,18,-3,5,-2,5,1.0,3,-3,-5
C[C@H](CO)N1C[C@H](C)[C@@H](CN(C)C(=O)NC2CCCCC2)Oc2ccc(NS(C)(=O)=O)cc2C1=O,0,7,.,.,1,.,1,.,.
CCN(CC)c1nc(Oc2ccc(C(=O)OC)cc2)nc(N2CCOCC2)n1,4,-3,-1,0,4,0.9,0,0,-4
O=C(COC(=O)c1cccs1)Nc1ccccc1C(F)(F)F,7,3,-1,-5,77*,-0.9,0,-1,0
COc1cc(/C=C2\SC(c3ccc(C)cc3)=NC2=O)cc(OC)c1O,-14,-16,7,-40,16,2.3,3,48*,3
O=C(O)C1CCCCC1C(=O)Nc1ccc(-c2ccccc2)cc1 (stereo not drawn),3,4,1,0,9,-1.7,1,-7,-3
CC(=O)c1cc2c(cc1NC(=O)c1ccc(C)cc1)OCO2,9,10,-1,-13,.,4.7,36,-4,-2
CCCCSc1nc2sc3c(c2c(=O)[nH]1)CCC3,-5,7,-1,6,1,-0.6,8,1,1
CSc1nc2[nH]c3c(c2c2nnnn12)CCCC3,8,-2,3,-10,-1,2.3,116*,0,2
CC1(C)Cc2c(cnn2-c2ccc(F)cc2)C(NC(=O)C2CCC2)C1 (stereo not drawn),-8,-12,0,-15,1,-0.2,0,2,-1
COCCCN1C(=O)C2C(C(=O)Nc3cccc(Cl)c3)C3C=CC2(O3)C1C(=O)NC1CCCCC1 (stereo not drawn),14,-8,-2,14,0,-0.8,0,0,-4
NS(=O)(=O)c1ccc(CNC(=S)Nc2ccc(Cl)c(Cl)c2)cc1,-9,-9,-2,-3,-10,6.0,-2,-6,0
COc1ccc(C(=O)NNC(=O)C(=O)NCc2ccccc2)cc1,-9,0,-2,1,-3,0.1,0,3,-3
COC(=O)[C@@H](NC(=O)N(C1CCCCC1)C1CCCCC1)C(C)C,3,-9,1,0,2,3.3,1,2,0
Cc1ccc(C(=O)NCC(=O)OCC(=O)Nc2ccc3[nH]c(=O)[nH]c3c2)cc1,11,10,-6,0,-2,1.4,0,0,-4
COc1ccccc1CC(=O)Nc1ccc(-c2noc(COc3cccc(C)c3C)n2)cc1,4,3,2,3,-24,0.8,-1,2,1
O=C(NN=Cc1c(O)ccc2ccccc12)c1ccc2c(c1)OCO2,-1,-33,.,.,9,.,6,.,.
Cn1c(=O)c2c(-c3ccccc3)n(Cc3cccnc3)cc2n(C)c1=O,1,2,-2,-5,7,3.8,1,-6,-4
Cc1cc(C)cc(NC(=O)COC(=O)CCC2CCCC2)c1,-4,3,.,.,14,1.2,2,.,-2
CCOc1ncccc1C(=O)Nc1ccc(S(=O)(=O)N2CC(C)CC(C)C2)cc1 (stereo not drawn),4,3,.,.,8,.,0,.,.
Cc1cccc(NC(=O)CCS(=O)(=O)c2ccc3c(c2)NC(=O)CS3)n1,-1,-6,-4,-2,-1,0.3,2,-1,1
O=C(NCCCn1ccnc1)c1cc(-c2ccc3c(c2)OCO3)on1,-4,6,-3,-6,-4,-1.0,20,-1,-4
CCC1=NN(C(=O)c2ccccc2Br)C(O)(c2ccc(Br)cc2)C1 (stereo not drawn),3,0,-5,0,-8,-0.9,1,-2,0
Brc1ccc(-c2nnc3n2CCCCC3)cc1,6,-11,-1,-6,4,0.7,-1,-6,-2
Cc1ccc(/C=N/n2c(C)nc3ccccc3c2=O)s1,6,-1,5,3,.,-3.0,8,-4,-2
O=c1nc2ccc(Cl)cn2c2ccc(S(=O)(=O)N3CCOCC3)cc12,-9,0,2,6,5,3.1,-3,4,-1
CCOC(=O)CSc1nnnn1-c1cccc2ccccc12,-6,-3,7,2,-8,0.8,0,-1,-5
CC(=O)Nc1cc(C(=O)N2CCCC2)ccc1Sc1ccc(C)cc1,5,7,0,-2,7,-0.8,1,-2,0
O=C1NC(Cc2c[nH]c3ccccc23)C(=O)N1Cc1ccc(CN2C(=O)NC(Cc3c[nH]c4ccccc34)C2=O)cc1 (stereo not drawn),1,0,0,3,0,5.3,8,3,-2
O=C(Cc1ccccc1)Nc1cc(Cl)ccc1Sc1ccccc1,-3,2,7,-2,1,1.1,-1,-5,-1
COc1ccc(/C=C/C(=O)c2cc(Cl)cc(Cl)c2O)c(OC)c1,-3,1,1,2,0,-1.7,7,5,-3
COc1ccc(C(=O)CN2CCN(c3ccc(Cl)cc3)CC2)cc1OC,-8,9,-2,0,2,-1.7,-3,0,0
CCc1cc(/C(Cc2cscn2)=N\O)c(O)cc1O,-10,5,-3,-8,5,2.7,10,-1,4
CC(OC(=O)c1ccccc1NCCO)C(=O)Nc1ccc(S(=O)(=O)N2CCOCC2)cc1 (stereo not drawn),-4,-2,2,1,-5,-1.8,2,-2,5
CCc1ccc(C(=O)COc2ccc(NC(C)=O)cc2)cc1,-5,14,-7,2,11,2.8,6,1,-5
COc1ccc(CCn2c(=N)c(C(=O)NCC3CCCO3)cc3c(=O)n4ccccc4nc32)cc1OC (stereo not drawn),-4,-2,2,-2,-2,-1.0,8,16,0
CC(NC(=O)c1ccc(F)cc1)C(c1cccs1)N1CCN(C)CC1 (stereo not drawn),2,2,-3,-5,-1,-0.6,1,-1,0
CC(C)(C)C(=O)NNC(=O)c1cc2sccc2s1,5,9,-1,-2,-10,-0.7,1,-1,-1
Cc1cccc(C)c1OCCCN1CCOCC1,12,3,-1,-8,1,-0.2,0,-5,-2
